# SW480 rereplic = DNA re-replication induction in SW480 cells. SW480 DNA re-replication, Hoechst DNA content imaging, 48 h. Potency, µM (titrated, usually from 46.1 µM), for the others: top-dose re-replication activation, actives largely listed as activators. actives 1.8% (n = 340,000); further: potency means the concentration at half of the fitted maximal effect; % of control where 0% means no effect; nearly all actives have a fitted effect of over 55% in size
#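 Image-based read-out: total Hoechst fluorescence of nuclei (405 nm excitation, 500-530 nm emission), with hits raising the fraction of high-intensity nuclei. SW480 colon cells incubated 48 hr with compounds at 37 C.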
# GLP1R cytotox = cytotoxicity in counter-screen for GLP-1R inverse agonists. actives 0.13% (n = 410,000). Potency, µM (series often up to 38.3 µM), without a hit: at the highest dose activity change, negative = inhibition, actives largely listed as inhibitors. HEK293 cAMP-luciferase reporter cells, luminescence, 24 h;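 further: loss of luciferase light is scored as toxicity; potency means the concentration at half of the fitted maximal effect; on the % scale 0 is the no-effect control and ±100 the full control effect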
#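 Seeding density was 200 cells/uL; after overnight-length (12 h) culture, 23 nL compounds went on for 24 h at 37 °C. Readout used a luciferase detection reagent, luminescence taken after 12 min at room temperature.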
# HT1080 IDH1KD tx = HT-1080 IDH1 knockdown cell toxicity (counter line); HT-1080 IDH1 knockdown viability, ATP luminescence, 48 h; Potency, µM (series often up to 46.1 µM), without a hit: top-dose activity, negative = toxicity, usual class: cytotoxic; actives 2% (n = 360,000);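 further: potency means the concentration at half of the fitted maximal effect; 0% = DMSO wells and -100% = cell-free medium wells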
#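 % activity derives from luminescence (CellTiter-Glo), normalised to DMSO and no-cell wells. HT-1080-IDH1KD cells, 750/well, had 48 h compound exposure at 37 °C.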
# KB-3-1 tox = kills parental KB-3-1 adenocarcinoma cells | KB-3-1 viability, CellTiter-Glo ATP luminescence, 72 h | Potency, µM (series often up to 46.1 µM), without a hit: top-dose activity change, negative = cytotoxic, most hits filed as cytotoxic | actives 1.4% (n = 400,000) | AID 1347075; further: potency means the concentration at half of the fitted maximal effect; on the % scale 0 is the no-effect control and ±100 the full control effect; nearly all actives have a fitted effect of over 60% in size
#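 Here the drug-naive KB-3-1 line serves as comparator for MDR sub-line selectivity; cells received compound titrations, 72 h at 37 °C, then CellTiter-Glo readout.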
# D3 ag = D3 dopamine receptor (human) agonism; actives 0.58% (n = 410,000); AID 652048; P35462; max activation, %; D3R DiscoveRx beta-arrestin cells, luminescence, 90 min; in the data active means max activation above about 30%; further: 0% is about no effect; mostly tested at two doses, the higher about 12 µM
# Target sequence (P35462 whole entry, looked up): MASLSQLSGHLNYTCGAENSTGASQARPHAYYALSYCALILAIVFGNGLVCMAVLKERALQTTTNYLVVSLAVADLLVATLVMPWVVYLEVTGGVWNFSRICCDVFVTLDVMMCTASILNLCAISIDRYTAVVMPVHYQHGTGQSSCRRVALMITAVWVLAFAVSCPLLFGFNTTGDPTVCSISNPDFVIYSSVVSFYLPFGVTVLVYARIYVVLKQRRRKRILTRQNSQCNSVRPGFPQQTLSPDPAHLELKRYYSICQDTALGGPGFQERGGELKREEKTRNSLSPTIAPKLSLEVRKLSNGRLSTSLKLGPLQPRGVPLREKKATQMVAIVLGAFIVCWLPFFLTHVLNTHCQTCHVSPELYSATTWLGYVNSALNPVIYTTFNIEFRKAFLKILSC
#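 Cells at 1500/well, incubated overnight, then treated with pinned compounds (dopamine as control) for 90 min at 37 degrees C. DiscoveRx reagent added for 30 - 60 minutes at room temperature; luminescence read.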
# KB-V1 MDR tox = kills drug-selected multidrug resistant KB-V1 cells; KB-V1 MDR cells viability, CellTiter-Glo, 72 h; Potency, µM (titrated, usually from 46.1 µM), inactives show top-dose activity change, negative = cytotoxicity, actives largely listed as cytotoxic; actives 3.4% (n = 400,000); AID 1347076; further: potency means the concentration at half of the fitted maximal effect; on the % scale 0 is the no-effect control and ±100 the full control effect; nearly all actives have a fitted effect of over 60% in size
#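 Potencies derive from concentration-effect curves fitted to normalized luminescence (CellTiter-Glo) of KB-V1 cells treated for 72 h at 37 degrees C in phenol-red-free DMEM containing 10% FBS.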
# MCF10A rereplic = induces DNA re-replication in MCF 10a normal breast cells | MCF 10A DNA re-replication, Hoechst nuclear intensity, 48 h | Potency, µM (titrated, usually from 46.1 µM), for the others: top-dose activity, positive = re-replication, actives largely listed as activators | actives 2.9% (n = 350,000); further: potency means the concentration at half of the fitted maximal effect; % of control where 0% means no effect; nearly all actives have a fitted effect of over 50% in size
# IL1B secr inh = blocks inflammasome-driven IL-1 beta release; THP-1 LPS/ATP IL-1B secretion, AlphaLISA, 16 h; active compounds read low; activity change, % at 57.5 µM; actives 4.7% (n = 360,000); in the data active means activity change below about -50%; inconclusive means mostly about -30% to -49%; further: on the % scale 0 is the no-effect control and ±100 the full control effect
#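 Secreted IL-1B measured by AlphaLISA bead assay after 16 h compound exposure of THP-1 cells; compounds (final up to 57.5 uM) added 1 h before LPS (250 ng/mL) and ATP (1.25 mM) stimulation; lower signal means less secretion.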
# HT1080-NT tox = kills 2HG-producing HT-1080-NT fibrosarcoma cells. HT-1080-NT fibrosarcoma viability, CellTiter-Glo ATP luminescence, 48 h. Potency, µM (highest dose often 46.1 µM), for inactives: at the highest dose activity, negative = less viability, hits mostly cytotoxic. actives 1.6% (n = 360,000);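 further: NT is the 2HG producing partner of a matched IDH1 knockdown line; potency means the concentration at half of the fitted maximal effect; 0% = DMSO-treated cells and -100% = media-only wells without cells; nearly all actives have a fitted effect of over 55% in size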
#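 Viability by CellTiter-Glo luminescence after 48 h compound exposure at 37C of HT-1080-NT cells (750/well, RPMI, 5% FBS). % activity scaled between DMSO wells and medium-only wells, then curve-fitted and categorized by curve class.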
# * hit, by the source's call; ? = inconclusive; · = not tested or not shown; [ ] = dose if it differs, or a comment. Unless noted, the call rests on the fitted dose curve; in most records, active means well fitted curve in the direction sought with a large enough effect; inconclusive means small, poorly fitted or top-dose-only effect, or another doubt; inactive means no such curve, though single readings can be large; an effect the other way counts as inactive or inconclusive. Hits appear at their usual frequency; 11% or so of the library scored in one or more.
# Value order: SW480 rereplic | GLP1R cytotox | HT1080 IDH1KD tx | KB-3-1 tox | D3 ag | KB-V1 MDR tox | MCF10A rereplic | IL1B secr inh | HT1080-NT tox
1	CC(NC(=O)COC(=O)C1=COCCO1)C12CC3CC(CC(C3)C1)C2 (stereo not given)
 : 7% | 3%[7.66 µM] | -19% | -2% | 0 | -3% | 1% | 13 | -5%
2	Cc1ccc2c(c1)Cc1c(nc(-c3ccc(F)cc3)nc1SCC(=O)N1CCCCC1)O2
 : · | 8% | · | -4% | 2 | 19% | · | · | ·
3	COc1cc(C)nc(N2CCC(C(=O)NCC3CCCO3)CC2)n1 (stereo not given)
 : ? | -3% | -2% | 1% | -16 | -15% | -2% | -5 | -12%
4	CCCSc1nnc2c(n1)OC(c1ccc(Br)s1)Nc1ccccc1-2 (stereo not given)
 : · | 5% | · | -4% | -14 | 9% | · | · | ·
5	CCOc1ccc(OCC)c(NC(=O)C2CCCN(S(=O)(=O)c3c(C)n[nH]c3C)C2)c1 (stereo not given)
 : 0% | 6% | 10% | 0% | 6 | 14% | 7% | -1 | 3%
6	Cc1ccccc1Cn1nc(C)c(NC(=O)C2(C)CC2(Cl)Cl)c1C (stereo not given)
 : 18µM* | 3% | 1% | 29% | 5 | ? | 7% | -1 | 1%
7	O=[N+]([O-])c1ccccc1CSc1nnc2ccccn12
 : -5% | -3%[7.66 µM] | 7% | -12% | 5 | -29% | -3% | -5 | 9%
8	COC(=O)CCc1n[nH]c(=O)[nH]c1=O
 : -5% | 17% | 3% | -4% | -3 | 3% | 2% | 1 | 1%
9	Cc1cc(Cl)c(S(=O)(=O)N2CCSCC2)cc1OCC(N)=O
 : 4%[9.22 µM] | 15% | -6% | 6% | 1 | 8% | 0% | 2 | -2%
10	COc1ccc(S(=O)(=O)N2CCOCC2)cc1C(=O)Nc1cc(C)on1
 : 0% | -2% | 11% | 15% | 1 | -10% | 4% | -2 | 12%
11	N#C/C(=C/c1ccc(Br)o1)C(N)=O
 : ? | 8% | -6% | -15% | 1 | -11% | ? | -7 | 5%
12	Cc1ccc(-n2nnc(-c3nsc(NC(=O)c4ccc(C)c(C)c4)n3)c2C)cc1
 : · | 4% | · | -2% | -8 | -3% | · | · | ·
13	CC(=O)c1ccc(NC(=O)C(NC(=O)c2ccccc2)=C(C)C)cc1
 : -33% | 4% | -1% | 17% | -1 | -2% | -3% | -2 | 13%
14	CCN1CCN(CC(O)COC(c2ccccc2)c2ccccc2)CC1 (stereo not given)
 : -7% | -1% | 14% | -4% | 2 | ? | -2% | 20 | -1%
15	COc1ccccc1N(Cc1ccccc1)S(=O)(=O)c1cccc(C(=O)O)c1
 : -5% | 0% | 3% | -7% | 11 | 23% | 3% | 23 | -2%
16	NC(=O)Cn1nnc(-c2ccc(C(F)(F)F)cc2)n1
 : -5% | -22% | 1% | 2% | 20 | 2% | 10% | -1 | 0%
17	CCCNC(=O)CSc1nc2ccccc2c(=O)n1CCC
 : -4% | -4% | 8% | 9% | 10 | -5% | 0% | -3 | -1%
18	COc1cc(CN2CCC(C(=O)NC3CCCC3)CC2)ccc1O
 : -3% | -5% | 3% | 16% | -1 | 1% | 1% | 23 | 1%
19	O=C(Nc1ccncc1)c1cccc(S(=O)(=O)N2CCN(c3ccc(F)cc3)CC2)c1
 : 4% | 2% | -24% | -13% | -17 | ? | 6% | ? | -15%
20	Cn1nc(OCCOc2ccccc2)ccc1=O
 : -4% | 0% | 21% | -8% | 1 | 8% | -7% | 9 | 19%
21	CCc1cccc(C)c1NC(=S)N1CCCCC1c1cccnc1 (stereo not given)
 : -18% | 1% | 0% | -6% | -13 | -13% | 0% | 38 | -1%
22	Cc1cnc(NC(=O)CSC(=S)N2CCOCC2)s1
 : -136%[inhibitor] | -1% | 6% | 12% | 17 | 2% | -3% | 14 | 9%

# Part of the list above, with bars between the fields.
No. | SMILES | SW480 rereplic | GLP1R cytotox | HT1080 IDH1KD tx | KB-3-1 tox | D3 ag | KB-V1 MDR tox | MCF10A rereplic | IL1B secr inh | HT1080-NT tox
1 | CC(NC(=O)COC(=O)C1=COCCO1)C12CC3CC(CC(C3)C1)C2 (stereo not given) | 7% | 3%[7.66 µM] | -19% | -2% | 0 | -3% | 1% | 13 | -5%
2 | Cc1ccc2c(c1)Cc1c(nc(-c3ccc(F)cc3)nc1SCC(=O)N1CCCCC1)O2 | · | 8% | · | -4% | 2 | 19% | · | · | ·
3 | COc1cc(C)nc(N2CCC(C(=O)NCC3CCCO3)CC2)n1 (stereo not given) | ? | -3% | -2% | 1% | -16 | -15% | -2% | -5 | -12%
4 | CCCSc1nnc2c(n1)OC(c1ccc(Br)s1)Nc1ccccc1-2 (stereo not given) | · | 5% | · | -4% | -14 | 9% | · | · | ·
5 | CCOc1ccc(OCC)c(NC(=O)C2CCCN(S(=O)(=O)c3c(C)n[nH]c3C)C2)c1 (stereo not given) | 0% | 6% | 10% | 0% | 6 | 14% | 7% | -1 | 3%
6 | Cc1ccccc1Cn1nc(C)c(NC(=O)C2(C)CC2(Cl)Cl)c1C (stereo not given) | 18µM* | 3% | 1% | 29% | 5 | ? | 7% | -1 | 1%
7 | O=[N+]([O-])c1ccccc1CSc1nnc2ccccn12 | -5% | -3%[7.66 µM] | 7% | -12% | 5 | -29% | -3% | -5 | 9%
8 | COC(=O)CCc1n[nH]c(=O)[nH]c1=O | -5% | 17% | 3% | -4% | -3 | 3% | 2% | 1 | 1%
9 | Cc1cc(Cl)c(S(=O)(=O)N2CCSCC2)cc1OCC(N)=O | 4%[9.22 µM] | 15% | -6% | 6% | 1 | 8% | 0% | 2 | -2%
10 | COc1ccc(S(=O)(=O)N2CCOCC2)cc1C(=O)Nc1cc(C)on1 | 0% | -2% | 11% | 15% | 1 | -10% | 4% | -2 | 12%
11 | N#C/C(=C/c1ccc(Br)o1)C(N)=O | ? | 8% | -6% | -15% | 1 | -11% | ? | -7 | 5%
12 | Cc1ccc(-n2nnc(-c3nsc(NC(=O)c4ccc(C)c(C)c4)n3)c2C)cc1 | · | 4% | · | -2% | -8 | -3% | · | · | ·
13 | CC(=O)c1ccc(NC(=O)C(NC(=O)c2ccccc2)=C(C)C)cc1 | -33% | 4% | -1% | 17% | -1 | -2% | -3% | -2 | 13%

# Copied from above, nos. 21 to 22
# Value order: SW480 rereplic | GLP1R cytotox | HT1080 IDH1KD tx | KB-3-1 tox | D3 ag | KB-V1 MDR tox | MCF10A rereplic | IL1B secr inh | HT1080-NT tox
21	CCc1cccc(C)c1NC(=S)N1CCCCC1c1cccnc1 (stereo not given)
 : -18% | 1% | 0% | -6% | -13 | -13% | 0% | 38 | -1%
22	Cc1cnc(NC(=O)CSC(=S)N2CCOCC2)s1
 : -136%[inhibitor] | -1% | 6% | 12% | 17 | 2% | -3% | 14 | 9%
